Screening results as filed in PubChem.
FLuc stim CS: FLuc activators, initial screening, artefact control for FLuc-dependent activation tests, biochemical, ATPlite luminescence | Luciferin 4-monooxygenase (Photinus pyralis), P08659 | ATPlite luciferase biochemical, 10 min; 0 = ATP-free wells, 1 = DMSO control | activation factor at 10 µM | 200,000 tested, under 10 active;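 active means luciferase activation factor, scaled between plate controls, of at least 2 with compound at 10 µM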
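Material: Luciferase/luciferin reagent mix | Doses: Test compounds dosed from 2 mM stocks in 100% DMSO | Timing: 10 min incubation after luciferase reagent addition, room temperature | Measured by: Luminescence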
G6PDH counter: L. mesenteroides G6PDH inhibitors, counter-screen for G6PDH-coupled screening assays, biochemical, Leuconostoc mesenteroides enzyme; glucose-6-phosphate dehydrogenase [Leuconostoc mesenteroides]; Purified L. mesenteroides G6PDH, diaphorase/resazurin coupled fluorescence, 45 min; 0.12% of 200,000 active; inhibition, % at 5 µM; AID 1020, 2008; in the data active means inhibition above about 50%
TNAP inh hi DEA: human TNAP enzyme inhibitors, primary screen, biochemical, luminescent, high phosphate acceptor level, uHTS. Alkaline phosphatase, tissue-nonspecific isozyme (Homo sapiens), P05186. purified TNAP, CDP-star luminescence, 1 M DEA. inhibition, % at 20 µM. 0.03% of 200,000 active. AID 1135, 2008;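 active means over 50% inhibition of tissue-nonspecific alkaline phosphatase at 20 µM in the single-dose screen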;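 further: plate controls were DMSO wells for no effect and EDTA-quenched wells as full inhibition for full effect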
Target sequence (P05186 whole entry, looked up): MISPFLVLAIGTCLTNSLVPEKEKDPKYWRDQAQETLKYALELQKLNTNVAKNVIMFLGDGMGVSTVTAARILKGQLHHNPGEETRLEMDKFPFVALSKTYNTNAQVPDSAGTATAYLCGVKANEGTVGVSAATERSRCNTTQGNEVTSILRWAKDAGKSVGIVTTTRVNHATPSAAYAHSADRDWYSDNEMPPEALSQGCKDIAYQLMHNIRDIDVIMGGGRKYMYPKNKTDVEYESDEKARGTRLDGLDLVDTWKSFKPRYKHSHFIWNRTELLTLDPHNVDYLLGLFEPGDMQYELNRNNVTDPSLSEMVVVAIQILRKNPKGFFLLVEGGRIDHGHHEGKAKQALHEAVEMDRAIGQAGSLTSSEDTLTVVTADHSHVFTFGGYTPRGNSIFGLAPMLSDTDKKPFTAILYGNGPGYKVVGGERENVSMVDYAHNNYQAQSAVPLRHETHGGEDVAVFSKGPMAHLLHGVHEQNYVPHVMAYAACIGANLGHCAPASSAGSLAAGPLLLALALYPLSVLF
Diaphorase act: compounds boosting diaphorase resazurin reduction – biochemical, uHTS, resorufin fluorescence, counter-screen for diaphorase-coupled primary assays, primary screen; 0.005% of 190,000 active; AID 1229, 2008; activation factor at 20 µM; Diaphorase/resazurin coupled assay, 16 min; stronger effect = higher value; 1 = vehicle wells, 0 = NADH-free wells;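 active means diaphorase activity raised at least twofold by the compound at 20 µM; inactive means activation factor below 2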
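Material: purified diaphorase enzyme from Clostridium kluyveri; Also added: 0.114 mM NADH and 0.1 mM resazurin, final amounts; Doses: single compound dose of 20 µM, 1% DMSO final; Times: 16 min enzyme reaction, ambient temperature; Detection: resorufin fluorescence, excitation 544 nm, emission 590 nm; Measure: increased resorufin signal from activators or reducing compounds.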
PMI act: activators of human PMI, primary screen, biochemical, fluorescence intensity, near-Km mannose 6-phosphate | purified human PMI, coupled resazurin fluorescence, 20 min; stronger effect = higher value; 1 = vehicle control, 0 substrate-free wells | Mannose-6-phosphate isomerase (Homo sapiens), P34949 | 0.005% of 190,000 active | activation factor at 20 µM;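 active means activation factor of 2 or more at 20 µM, relative to plate controls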
Target sequence (P34949 whole entry, looked up): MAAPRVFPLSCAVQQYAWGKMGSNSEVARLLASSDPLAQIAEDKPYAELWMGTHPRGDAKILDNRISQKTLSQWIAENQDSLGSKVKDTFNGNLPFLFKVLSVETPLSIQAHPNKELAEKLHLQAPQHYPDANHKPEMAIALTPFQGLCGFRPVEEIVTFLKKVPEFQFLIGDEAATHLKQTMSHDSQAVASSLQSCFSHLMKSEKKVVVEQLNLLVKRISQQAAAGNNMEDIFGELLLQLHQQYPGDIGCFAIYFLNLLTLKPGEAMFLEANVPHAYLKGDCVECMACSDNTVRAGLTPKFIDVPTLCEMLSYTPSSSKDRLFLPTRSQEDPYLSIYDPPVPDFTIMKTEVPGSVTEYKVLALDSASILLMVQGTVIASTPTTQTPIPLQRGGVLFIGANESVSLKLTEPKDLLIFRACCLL
Diaph inh CS: diaphorase inhibitors and chemical oxidizers, primary screen, counter-screen for diaphorase-coupled primary assays, biochemical, uHTS, resorufin fluorescence; diaphorase resazurin-to-resorufin fluorescence, NADH, 16 min; bacterial (C. kluyveri) enzyme, not human; inhibition, % at 20 µM; 0.69% of 190,000 active;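 active means primary screen inhibition at 20 µM above a set limit, cut at about 50% in these data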;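 further: plate controls were DMSO with full reaction for no effect and wells lacking NADH for full effect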
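Test system: Clostridium kluyveri diaphorase enzyme / Quantity: diaphorase at 0.14 U/mL in enzyme working solution / Incubation: 16-min room-temperature incubation before reading / Benchmarks: NADH-free wells as positive control, DMSO-only neutral wells / Signal: resorufin fluorescence 544/590 nm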
PMI act satM6P: human PMI activators, high substrate, primary screen, biochemical, fluorescence intensity, near-saturating mannose 6-phosphate; Mannose-6-phosphate isomerase (Homo sapiens), P34949; coupled PMI enzyme assay, resazurin fluorescence, 20 min; stronger effect = higher value; 1 = untreated enzyme, 0 = substrate-free blank; activation factor at 20 µM; 0.34% of 190,000 active;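 active means activation factor of 2 or more at 20 µM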
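Test system: human PMI in coupled enzyme assay; Input: PMI at 15 ng/mL final; Medium: HEPES buffer, pH 7.4; Schedule: 20 min incubation at room temperature; Technique: resorufin fluorescence at Ex 544/Em 590 nm; Compound: 20 µM single dose; Probe or stimulus: Near-saturating mannose-6-phosphate, 1.0 mM.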
TNAP inh no acc: human TNAP enzyme inhibitors, primary screen, biochemical, luminescent, no phosphate acceptor, uHTS; Alkaline phosphatase, tissue-nonspecific isozyme (Homo sapiens), P05186; purified TNAP, CDP-star luminescence, 30 min; inhibition, % at 20 µM; 0.26% of 200,000 active; AID 1012, 2008;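 active means tissue-nonspecific alkaline phosphatase inhibition above about 50% at 20 µM in the single-dose screen, limit read from the data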;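 further: 0% = DMSO negative control and 100% = EDTA positive control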
HMGR II inh: inhibitors of E. faecalis class II HMGR, primary screen, biochemical, Enterococcus faecalis; 0.41% of 190,000 active; inhibition, % at 10 µM; AID 1066, 2008; purified E. faecalis HMGR, NADPH absorbance 340 nm kinetic;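 active means inhibition above a set limit, the median over all tested compounds plus 3 SD, cut at about 9.5% in these data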;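 further: enzyme runs in reverse so mevalonate oxidation gives rising NADPH absorbance; 0% = complete reaction with DMSO and 100% = background rate lacking mevalonate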
TNAP act hi DEA: TNAP activators at high phosphate acceptor level, primary screen, biochemical, luminescence, uHTS; Alkaline phosphatase, tissue-nonspecific isozyme (Homo sapiens), P05186; purified TNAP, CDP-star luminescence, 1 M DEA, 30 min; stronger effect = higher value; 0 = EDTA background, 1 = DMSO-only activity; activation factor at 20 µM; 200,000 tested, under 10 active; AID 1136, 2008;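 active means activation factor at least 2 at 20 µM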
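system = human TNAP | amount = enzyme diluted 1/800 final | reagent = 100 µM CDP-star substrate | signal = luminescent substrate turnover signal | dosing = one dose, 20 µM | benchmarks = EDTA negative control, DMSO positive control | measure = activation factor | timing = 30 min reaction, room temperature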
Active calls of the source: *.

1. CCOc1cc(N2CCOCC2)c(OCC)cc1NC(=O)C1CCCC1
2. CCOC(=O)C1(CCCc2ccccc2)CCN(CCCn2cccn2)CC1
3. Cc1ccccc1C(=O)NNC(=S)NC(=O)c1ccccc1
4. O=C(NCCCN1CCCC1=O)c1cccnc1
5. CCCN(/C=N/c1sc2c(c1C#N)CCCCC2)CCC
6. CN1CCN(C(=O)c2ccc(CSc3ccc(Cl)cc3)cc2)CC1
7. O=C(c1ccc(S(=O)(=O)N2CCOCC2)cc1)N1CCN(c2cccc(Cl)c2)CC1
8. COc1ccc(CN2CC(C(=O)NCCc3ccc(C)cc3)CC2=O)cc1 (stereo not drawn)
assay / compound	1	2	3	4	5	6	7	8
G6PDH counter	1	4	2	4	-1	2	12	-2
PMI act	1	1	1.1	0.8	1	1	0.8	0.9
TNAP act hi DEA	1	1	1	1	1	1	1.1	1
TNAP inh no acc	0	-2	-5	-4	-6	-13	-12	-8
TNAP inh hi DEA	3	2	0	0	-1	-1	-9	-3
HMGR II inh	-9	-2	4	3	1	-3	0	-2
Diaph inh CS	6	-16	6	18	12	5	12	9
Diaphorase act	0.9	1.2	0.9	0.8	0.9	1	0.9	0.9
PMI act satM6P	1	1.1	1.5	0.8	1	1	0.9	0.9
FLuc stim CS	1.1	1	1	1	0.9	1.1	1	1

9. S=c1[nH]nc(Cc2ccccc2)n1-c1ccccc1
10. COCCn1c(C)cc2c(c1=O)C(c1ccccc1F)C(C#N)=C(N)O2 (stereo not drawn)
11. Cc1cc2nc(C)n(CCCNC(=O)Nc3cccc4ccccc34)c2cc1C
12. CCOc1ccc(C(=O)Nc2ccccc2N2CCCC2)cc1
13. CC(C)COC(=O)C(C#N)c1nc2ccccc2nc1N1CCN(Cc2ccccc2)CC1 (stereo not drawn)
14. Nc1nnc(SCC(=O)NC2CCCCC2)n1-c1ccccc1
15. c1ccc(-c2ccccc2OCCCN2CCCCCC2)cc1
16. O=C(CN1C(=O)c2cccc3cccc1c23)Nc1ccc(S(=O)(=O)N2CCOCC2)cc1
assay / compound	9	10	11	12	13	14	15	16
G6PDH counter	9	7	22	11	-35	3	7	-2
PMI act	1	1	1.1	1	0.9	0.9	1.1	0.8
TNAP act hi DEA	1	1	1.1	1	0.9	1	1.1	1
TNAP inh no acc	9	-6	-13	-8	9	-8	-12	-3
TNAP inh hi DEA	2	-4	-10	-5	12	-4	-7	0
HMGR II inh	1	-6	0	0	-1	-5	0	-11
Diaph inh CS	9	13	-1	11	23	4	-16	24
Diaphorase act	0.9	0.9	1	0.9	0.8	1	1.2	0.8
PMI act satM6P	1	0.9	1	1.1	1.1	1	1.1	0.7
FLuc stim CS	0.8	1.1	1.1	1	1	1	1.1	1

Entries above with a Cl atom (two):
6. CN1CCN(C(=O)c2ccc(CSc3ccc(Cl)cc3)cc2)CC1
7. O=C(c1ccc(S(=O)(=O)N2CCOCC2)cc1)N1CCN(c2cccc(Cl)c2)CC1
assay / compound	6	7
G6PDH counter	2	12
PMI act	1	0.8
TNAP act hi DEA	1	1.1
TNAP inh no acc	-13	-12
TNAP inh hi DEA	-1	-9
HMGR II inh	-3	0
Diaph inh CS	5	12
Diaphorase act	1	0.9
PMI act satM6P	1	0.9
FLuc stim CS	1.1	1

(continued)
17. O=C(CNC(=O)COc1ccccc1)NCCc1ccccn1
18. Cn1cccc1Cc1nnc(SCC(N)=O)n1-c1ccc(F)cc1
19. CN(C)CCCN(C(=O)c1sc2ccccc2c1Cl)c1nc2ccc(F)cc2s1
20. O=C(NCc1cccnc1)c1ccc(COc2ccccc2Cl)cc1
21. Cc1ccc(N2CN=c3s/c(=C\c4ccccn4)c(=O)n3C2)cc1
22. COc1nc(NCCO)nc(Nc2ccc([N+](=O)[O-])cc2)n1
23. C/C(=N\NC(=O)C1(C)CC1(Br)Br)c1cccc(NC(=O)C(C)(C)C)c1 (stereo not drawn)
24. O=c1[nH]c2cc3c(cc2cc1C(c1nnnn1Cc1ccccc1)N1CCN2CCCC2C1)OCCO3 (stereo not drawn)
assay / compound	17	18	19	20	21	22	23	24
G6PDH counter	0	-7	0	-6	8	-11	15	3
PMI act	1.1	1	1.1	0.9	1	0.9	0.8	1.1
TNAP act hi DEA	1	1	1.1	1.1	1.1	1	1	1.1
TNAP inh no acc	-6	-10	-6	-14	-9	3	-5	-9
TNAP inh hi DEA	3	3	-5	-8	-7	0	0	-6
HMGR II inh	-3	-3	4	4	-3	-1	-3	-1
Diaph inh CS	5	14	3	6	20	10	0	-8
Diaphorase act	1	0.9	1	0.9	0.8	0.9	1	1.1
PMI act satM6P	1.1	1.1	1.1	0.9	1	0.9	1	1.4
FLuc stim CS	1	1	0.8	1	1	1	1	1.1

An excerpt from above in order of molecular weight, largest number first.
24. O=c1[nH]c2cc3c(cc2cc1C(c1nnnn1Cc1ccccc1)N1CCN2CCCC2C1)OCCO3 (stereo not drawn)
19. CN(C)CCCN(C(=O)c1sc2ccccc2c1Cl)c1nc2ccc(F)cc2s1
21. Cc1ccc(N2CN=c3s/c(=C\c4ccccn4)c(=O)n3C2)cc1
assay / compound	24	19	21
G6PDH counter	3	0	8
PMI act	1.1	1.1	1
TNAP act hi DEA	1.1	1.1	1.1
TNAP inh no acc	-9	-6	-9
TNAP inh hi DEA	-6	-5	-7
HMGR II inh	-1	4	-3
Diaph inh CS	-8	3	20
Diaphorase act	1.1	1	0.8
PMI act satM6P	1.4	1.1	1
FLuc stim CS	1.1	0.8	1

Remaining list, next part:
25. COc1ccc(C=NCC2OCCc3ccccc32)cc1OC (stereo not drawn)
26. COc1cccc(NC(=S)N2CCc3cc(OC)c(OC)cc3C2COc2ccc3c(C)cc(=O)oc3c2)c1 (stereo not drawn)
27. Cc1cc2nc[nH]c2cc1[N+](=O)[O-]
28. O=C(Nn1c(C2CCCCC2)nc2ccccc2c1=O)c1ccc(Cl)c([N+](=O)[O-])c1
29. COc1cc(/C=C/C(=O)c2ccc(Cl)s2)cc(OC)c1O
30. Cc1c(C(=O)C(=O)N2c3ccccc3CC2C)c2ccccc2n1C (stereo not drawn)
31. CN1C(=S)SC(/[N+]([O-])=C\c2ccc(Cl)cc2)C1(C)C (stereo not drawn)
32. COCC(=O)NNC(=O)Cc1ccc(Cl)cc1
assay / compound	25	26	27	28	29	30	31	32
G6PDH counter	11	-6	5	-2	6	3	6	11
PMI act	0.8	0.8	1	0.9	0.9	1	0.9	0.9
TNAP act hi DEA	1	1	1	1.1	0.5	1.1	1	1.1
TNAP inh no acc	-16	-33	-9	-8	25	-10	-10	-15
TNAP inh hi DEA	1	-2	1	-6	49	-6	-5	-5
HMGR II inh	0	-2	-1	-3	-6	2	3	-6
Diaph inh CS	10	5	11	28	18	15	15	13
Diaphorase act	0.9	1	0.9	0.7	0.8	0.8	0.9	0.9
PMI act satM6P	0.9	1	0.9	0.8	0.9	1	0.9	1
FLuc stim CS	1	1	1	1	1	1	1	1.1

33. CCOC(=O)N/N=C/C(Cl)=C/c1ccccc1
34. O=C(COC(=O)Cc1ccc(Cl)cc1)Nc1ccc(OC(F)F)cc1
35. CCOC(=O)c1ccc(CSc2nnc(C)n2N)o1
36. Cc1cccc(CSc2ccc3nnc(-c4cccs4)n3n2)c1
37. COc1cc(C2OCC3C(c4ccc(OC5OC(CO)C(O)C(O)C5O)c(OC)c4)OCC23)ccc1O (stereo not drawn)
38. O=C(COC(=O)/C=C/c1ccc(Cl)cc1)NCCN1C(=O)CSC1=O
39. COc1ccccc1N1CCN(C(c2ccc(Cl)cc2)c2nnnn2C(C)(C)C)CC1 (stereo not drawn)
40. COc1ccc(/C=C/C(=O)OCc2cc(=O)n3c(n2)sc2ccccc23)cc1
41. Cc1cccc(C)c1-n1nnnc1C1(Nc2ccccc2)CCCCC1
assay / compound	33	34	35	36	37	38	39	40	41
G6PDH counter	2	0	0	3	35	5	7	-50	-6
PMI act	1	0.8	1	1	0.7	1.1	0.8	0.9	0.9
TNAP act hi DEA	1	1	1	1	1	1	1	1	1.1
TNAP inh no acc	-7	-3	-9	-3	64*	-25	4	-7	-4
TNAP inh hi DEA	1	0	-3	1	1	-4	0	3	-8
HMGR II inh	-5	-7	-5	4	1	0	3	-3	-2
Diaph inh CS	4	29	4	7	40	3	20	16	13
Diaphorase act	1	0.7	1	0.9	0.6	1	0.8	0.8	0.9
PMI act satM6P	1	0.8	1.1	1	0.7	1.1	0.9	0.9	0.9
FLuc stim CS	0.7	0.9	1.1	1.1	0.9	1.1	1.1	1	1
